CHO parental Ca – signal in parental CHO cells, OX1R antagonist counter-screen. parental CHO-K1, ATP-induced calcium, Fluo-8 fluorescence. inhibition, % at 5.6 µM. 330,000 tested, 0.63% active;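 active = inhibition above that plate's mean sample inhibition plus 3 SD, cut at about 26% in these data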;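 also: 0% = ATP-challenged DMSO wells and 100% = DMSO wells without ATP; some compounds past the cut are filed as inactive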
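Material – parental CHO cells · Reagent – ATP stimulus · Compound – single nominal dose of 5.6 µM per compound · Detection – Fluo-8 fluorescence · Read-out basis – percent inhibition of calcium signal · Controls – ATP-challenged DMSO wells low, unchallenged DMSO wells high · Repeats – no replicates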
CHRM4 agonist – agonists of human muscarinic M4 receptor (CHRM4). CHO-K1 hM4/Gqi5, Fluo-8 calcium fluorescence; vehicle 0%, full acetylcholine response 100%. activation, % at 3 µM. AID 624127. P08173. 360,000 tested, 0.14% active;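 active = activation above the run mean over all test wells plus 3 SD, cut at about 32% in these data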;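 also: peak over basal fluorescence ratio per well then scaled between controls; 0% = DMSO wells and 100% = acetylcholine at EC100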
Target sequence (P08173 whole entry, looked up): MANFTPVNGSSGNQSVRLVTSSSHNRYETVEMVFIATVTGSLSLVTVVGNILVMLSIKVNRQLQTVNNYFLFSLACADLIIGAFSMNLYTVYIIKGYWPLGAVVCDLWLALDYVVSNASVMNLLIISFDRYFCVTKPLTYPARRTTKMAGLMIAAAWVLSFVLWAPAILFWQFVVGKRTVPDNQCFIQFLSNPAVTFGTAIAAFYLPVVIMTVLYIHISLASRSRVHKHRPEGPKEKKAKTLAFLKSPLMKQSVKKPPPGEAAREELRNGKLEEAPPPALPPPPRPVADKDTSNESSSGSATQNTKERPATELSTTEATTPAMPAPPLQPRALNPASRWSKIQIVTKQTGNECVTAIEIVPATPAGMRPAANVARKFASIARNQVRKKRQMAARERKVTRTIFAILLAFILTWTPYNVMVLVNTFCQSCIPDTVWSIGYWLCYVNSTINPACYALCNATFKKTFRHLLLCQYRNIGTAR
OXTR potentiator – potentiates the human oxytocin receptor response. P30559. CHO-OTR cells, Fluo-8 calcium fluorescence, potentiator mode; 0% = oxytocin EC15, 100% = EC100. activation, % at 3 µM. 320,000 tested, 0.061% active;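 active = activation above that plate's cutoff, the mean activation of tested compounds plus 3 SD, cut at about 6.6% in these data, passing the limit was not always enough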;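 also: 100% uses oxytocin at 75 nM as the full agonist control; some results filed as inactive read as strong as hits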
Target sequence (P30559 whole entry, looked up): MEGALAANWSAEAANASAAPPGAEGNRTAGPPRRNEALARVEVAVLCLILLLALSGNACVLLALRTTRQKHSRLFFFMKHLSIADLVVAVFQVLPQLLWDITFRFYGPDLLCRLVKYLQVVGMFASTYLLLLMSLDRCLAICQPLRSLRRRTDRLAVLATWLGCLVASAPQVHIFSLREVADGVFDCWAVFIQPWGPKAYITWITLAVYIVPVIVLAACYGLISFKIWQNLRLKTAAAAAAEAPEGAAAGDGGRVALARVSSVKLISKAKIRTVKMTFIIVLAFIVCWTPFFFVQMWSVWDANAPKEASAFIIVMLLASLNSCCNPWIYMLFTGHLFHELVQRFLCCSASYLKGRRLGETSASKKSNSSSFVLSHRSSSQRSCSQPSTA
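System: human OTR in CHO cells / Also added: sub-maximal oxytocin, roughly EC15 / Control set: EC15 oxytocin low, 75 nM oxytocin high / Schedule: 6 min compound pre-incubation at room temperature, 100 s kinetic read / Compound: single-point 3.0 µM / Replication: singlicate / Technique: Fluo-8 calcium dye fluorescence / Read-out basis: % activation of max/min ratio relative to oxytocin controls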
M1 antag – antagonists of human M1 muscarinic receptor. P11229. CHO-K1 hM1, Fluo-8 calcium fluorescence, ACh EC80 antagonist. inhibition, % at 3 µM. 360,000 tested, 1.3% active. AID 588852;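 active = percent inhibition above its own plate's cutoff, namely the mean of that plate's compound wells plus 3 SD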;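 also: peak over basal fluorescence ratio during 140 s after agonist addition; 0% = ACh EC80 plus DMSO and 100% = DMSO alone without agonist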
CHO-K1 Ca ag – counter-screen for M1 agonists: effect in parental CHO-K1 cells; Fluo-8 calcium fluorescence; scaled to maximal ATP response, vehicle zero; activation, % at 3 µM; 360,000 tested, 0.48% active; in the data active = activation above about 15%;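 also: untransfected CHO-K1 host cells lacking M1 receptor as counterscreen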
M1 ag – human M1 muscarinic receptor agonism. CHO-K1 hM1, Fluo-8 calcium fluorescence, agonist mode; 0% DMSO, 100% acetylcholine EC100. P11229. 360,000 tested, 0.33% active. activation, % at 3 µM;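 active = activation above the run's mean compound activation plus 3 SD, cut at about 16% in these data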;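 also: peak over basal fluorescence ratio within a 140 s kinetic read after compound addition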
CHO-K1 Ca antag – counter-screen for M1 antagonists: effect in parental CHO-K1 cells | AID 602250 | inhibition, % at 3 µM | ATP-induced calcium, Fluo-8 fluorescence | 360,000 tested, 0.6% active;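 active = inhibition above a per-plate cutoff, the plate's mean sample inhibition plus 3 SD, cut at about 24% in these data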;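 also: 0% = DMSO plus EC80 ATP and 100% = DMSO alone without ATP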
CHRM4 antagonist – antagonists of human muscarinic M4 receptor (CHRM4). inhibition, % at 3 µM. 360,000 tested, 0.73% active. CHO-hM4 cells, ACh EC80, Fluo-8 calcium fluorescence. P08173;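 active = inhibition above its plate's cutoff, the mean inhibition of sample wells plus 3 SD, cut at about 27% in these data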;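 also: 0% = acetylcholine EC80 with DMSO and 100% = DMSO without agonist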
CHRM1 PAM – human CHRM1 positive allosteric modulation; AID 588819; P11229; 360,000 tested, 0.088% active; CHO-K1 hM1, Fluo-8 calcium fluorescence, ACh EC20; 0% = ACh EC20, 100% = maximal ACh; activation, % at 3 µM; in the data active = activation above about 19%, passing the limit was not always enough
* = called active by the depositor; / = not tested or not shown. An unsorted share of the library. About 2.9% of those tested had a hit in this group.

Value order: CHO parental Ca, CHRM4 agonist, OXTR potentiator, M1 antag, CHO-K1 Ca ag, M1 ag, CHO-K1 Ca antag, CHRM4 antagonist, CHRM1 PAM
> Cc1cc(N2CCN(c3nnnn3-c3ccccc3)CC2)n2ncnc2n1
    -6.7, 0.5, 6.1, -6.6, -0.3, -2.4, 3.7, -10.1, 0.2
> COC(=O)[C@@]1(Sc2ccc(C)cc2)CC(=O)N(c2ccc(Cl)cc2)[C@@H]1c1ccccc1
    /, 0.3, /, /, 1.0, /, -4.3, -2.1, /
> CN(C)S(=O)(=O)c1cccc(C(=O)NCC2(N3CCOCC3)CCCCC2)c1
    -8.9, 0.5, -1.9, -4.3, 0.3, -3.0, -6.1, -1.4, 10.5
> CCOC(=O)c1cc(NC(=O)CCC(=O)O)ccc1N1CCCCC1
    -4.1, 0.8, -2.2, -6.5, -0.2, -1.6, -5.5, -2.0, 8.2
> Cc1noc(C)c1CS(=O)(=O)c1ccc(Br)cc1
    -6.3, 0.4, -5.0, -13.7, 4.0, -6.8, -0.6, -0.6, 9.7
> C[C@@H](c1ccccc1)N1C[C@@H](COCc2ccccc2)Oc2cc(N3CC[C@@H](O)C3)ccc2S1(=O)=O
    /, 3.9, /, /, 2.6, /, -21.2, -5.2, /
> CN1CCN(C(=O)C(N)Cc2ccccc2)CC1 (stereo not given)
    -21.6, 1.1, -6.4, -3.5, 0.3, -3.7, -15.9, -4.5, 2.2
> O=C(CN1C(=O)NC2(CCc3ccccc3C2)C1=O)NCc1ccco1 (stereo not given)
    -2.1, 1.5, -8.5, -1.0, 0.0, -3.7, -0.2, -7.5, 4.9
> COc1cc(/C=C/C(=O)OCC(=O)Nc2ccccc2Sc2ccc(Cl)cc2)ccc1O
    61.5*, 3.2, -15.3, -0.3, 3.2, -7.1, 1.2, 12.7, 0.8
> C[C@]12c3[nH]c4cc(-c5ccco5)ccc4c3CCN1C(=O)[C@@H](CC(=O)NCCN1CCOCC1)C[C@@H]2C(=O)N1CCOCC1
    -14.3, 0.6, /, 8.0, -0.1, -0.3, 1.5, -15.8, 7.1
> COCCCn1c(=O)/c(=C\c2cccc(OC)c2OC)s/c1=C(/C#N)C(=O)Nc1ccc(C(=O)O)cc1
    -8.0, 2.0, -8.3, -7.5, 1.7, -1.0, -19.7, -14.3, 2.2
> COCCCNc1ncnc2ccc(C)cc12
    0.8, 8.6, -17.1, -8.0, 5.1, 3.9, -4.8, -8.8, -4.0
> COc1ccccc1Nc1nc(C)nc2c1oc1ccccc12
    -25.3, -1.7, 3.4, -2.9, -1.0, -7.0, -3.1, -11.9, 3.0
> Cc1ccc(S(=O)(=O)N2CCC(=O)N([C@H](COCc3ccccc3)Cc3ccccc3)CC2)cc1
    /, -0.2, /, /, 1.0, /, -5.3, -12.1, /
> O=C(N/N=C/c1ccccn1)c1[nH]c2ccc([N+](=O)[O-])cc2c1-c1ccccc1
    -31.6, 5.4, -14.4, 3.4, 3.0, -5.3, -22.7, -9.3, 1.0
> COCc1c(C#N)c(NCCc2ccc(F)cc2)nc(C)c1[N+](=O)[O-]
    -0.9, 1.1, -1.3, 10.9, 1.2, -9.2, -5.8, 7.7, -9.0
> C=CCn1c(C)cc(C(=O)CSc2n[nH]c(N)n2)c1C
    -3.4, 0.8, -1.4, -11.5, -0.1, -3.8, -6.3, 6.6, 13.9
> COc1ccc(F)cc1C1=CC(=O)C[C@H](c2ccc3c(c2)OCO3)C1
    -22.9, -0.2, -2.0, 10.1, -0.4, -5.4, -4.9, 8.1, -5.4
> COc1ccc(NC(=O)Cn2nnc(C(N)=O)c2N)c(OC)c1
    4.7, 0.1, -13.8, -4.1, -0.1, -3.4, 8.7, 3.2, -0.1
> CCOC(=O)c1cc(-c2ccc(F)cc2)n(CCC(=O)NC2CCN(Cc3ccccc3)CC2)c1C
    1.4, 4.2, -10.9, 9.2, 1.0, -7.5, 7.2, 10.4, -4.9
> O=C(NCC(c1cccs1)N1CCOCC1)c1ccco1 (stereo not given)
    0.4, 0.6, -1.0, -3.0, 0.4, -3.9, 11.1, 18.0, 8.3
> Cc1cc(Cl)ccc1OCCCC(=O)NCc1ccncc1
    -5.9, 2.6, -10.8, -11.1, 3.0, -4.5, -17.2, 9.2, 6.9
> Cc1ccc(C(NC(=O)N2CCOCC2)C(Cl)(Cl)Cl)cc1F (stereo not given)
    -9.6, 0.8, -5.8, 4.9, 0.5, -8.5, 9.3, -2.9, -4.1
> CCC(CO)Oc1cc(NCc2ccccc2OC)c2ncn(C(C)C)c2c1 (stereo not given)
    -5.3, 1.0, -0.9, -9.6, 0.2, -5.8, -15.7, -8.1, 13.2
> O=c1cc(-c2ccc(O)c(O)c2)oc2cc(O)c(C3OC(CO)C(O)C(O)C3O)c(O)c12 (stereo not given)
    -4.1, 0.2, 1.1, -6.7, 0.3, -0.3, -6.8, -1.3, -2.2
> N#Cc1cc([N+](=O)[O-])ccc1NC(=O)COC(=O)CN1C(=O)C2CCCCC2C1=O (stereo not given)
    -16.5, 4.1, -2.4, 4.0, 5.2, 3.0, 6.2, -3.7, -4.0
> CN(CC(=O)Nc1ccccc1Cl)C(=O)c1cc2c(s1)CCCCC2
    /, 2.6, /, 0.3, 4.2, 0.2, 3.6, -3.9, -3.3
> CC(C)(C)c1cc(NC(=O)CSc2nnc(N)s2)n(-c2ccccc2)n1
    -20.1, -0.3, -3.1, -1.1, 0.4, -4.3, -8.4, -0.1, 1.1
> CCOC(=O)c1coc(CNC(=O)c2c(C)oc3c2CCCC3)c1
    -3.8, 1.1, -21.8, 5.5, -0.1, -0.6, 22.1, 20.9, 6.3
> Cc1noc(C)c1CSCC(=O)N(C)CC(=O)Nc1cccc(F)c1
    -4.8, 1.8, -8.0, 3.4, 1.1, -2.8, 4.7, 5.7, 5.1
> Cc1ccc(NCN2C(=O)C3C4C=CC(C4)C3C2=O)cc1 (stereo not given)
    -8.9, 0.8, -6.3, 14.6, 0.7, -3.1, -10.6, -0.4, -6.7
> O=C(NC(=S)Nc1cccc(NC(=O)c2ccc(Cl)cc2Cl)c1)c1cccs1
    -16.7, 0.9, -9.3, 12.8, 0.3, -2.5, 1.2, 3.3, -7.0
> CC1CCN(C(c2ccc(N(C)C)cc2)c2nnnn2Cc2ccc(F)cc2)CC1 (stereo not given)
    -28.7, 1.2, 0.2, -1.8, 1.0, -2.0, -15.8, -0.1, 4.9
> CC(=O)N/C(=C/c1ccccc1)C(=O)NC(Cc1ccccc1)C(=O)O (stereo not given)
    4.1, 0.3, -4.6, -7.5, 0.1, -5.2, -3.4, -10.1, 8.5
> COc1ccc(C(=O)COc2ccc(C)cc2NC(C)=O)cc1
    -5.2, 5.5, -5.6, -1.5, 4.0, 2.0, 0.9, 6.2, 4.3
> O=C(Nc1ccc(F)c(Cl)c1)c1cc(C2CCCN(C(=O)C3CC3)C2)on1 (stereo not given)
    /, 11.0, /, -5.9, 7.4, -0.7, -7.2, 6.0, -3.6
> Cc1sc2nc(CC(N)=O)[nH]c(=O)c2c1-c1ccccc1
    7.3, 1.5, -5.0, -13.8, 0.7, 2.6, -1.5, -8.2, 6.6
> O=C(Nc1ccccc1Cc1ccccc1)c1ccccc1NS(=O)(=O)c1ccc(Cl)s1
    23.6, 11.4, -13.5, 24.6, 12.6, -1.1, 19.0, 4.8, -13.4
> Cc1nc2ccc(S(=O)(=O)NC(C(=O)NC3CCCC3)C(C)C)cc2s1 (stereo not given)
    -13.7, 0.2, 2.3, -9.8, -0.3, -1.8, -1.1, -4.2, 10.4
> COc1cccc(CCNC(=O)C2CCC(=O)N(C3CC3)C2)c1OC (stereo not given)
    /, 0.2, /, -5.0, 1.1, -4.1, -7.7, 3.5, 5.5
> c1ccc(-c2cn3c(n2)-c2ccccc2C3)cc1
    8.6, 1.1, -6.3, 5.5, 1.1, -6.9, -4.6, 2.8, -1.6
> Cc1ccc(/C=C2/NC(=O)N(Cc3ccccc3F)C2=O)s1
    18.1, 2.8, -18.2, -5.8, 0.6, -0.7, -2.6, -3.8, 9.0
> CCOC(=O)[C@]12CCC=C1N(Cc1ccco1)C(=O)[C@H](CC(=O)NCCc1ccccc1OC)C2
    /, 0.0, /, /, 0.4, /, -8.5, 4.4, /
> CCCn1cc(CN2CCCC(CNC(=O)c3ccc(F)cc3)C2)c(C)n1 (stereo not given)
    -15.4, 2.4, 3.2, -5.1, 0.9, -6.0, -13.7, 6.4, 6.3
> Cc1nn(Cc2ccc(Cl)cc2)c(C)c1NC(=O)c1c(-c2ccccc2)noc1C
    -21.5, 2.2, -6.9, 0.1, 1.5, -5.1, 1.1, 2.7, 0.8
> COc1ccc(OC)c(NC(=O)C(=O)NCCC2=CCCCC2)c1
    -27.2, -1.4, -7.4, -0.5, 0.2, -8.9, -4.9, 0.1, -0.1
> Cc1[nH]nc(SCC(=O)NCc2ccccc2)c1[N+](=O)[O-]
    -7.7, 1.8, -6.6, -15.5, 1.4, -6.1, -14.8, 2.5, 11.8
> C=CCNC(=S)NNc1nc2c(c(=O)[nH]1)C1(CCCCC1)Cc1ccccc1-2
    -21.7, 0.3, -10.7, 3.4, 0.0, 2.7, 14.5, 4.2, 10.1
> O=C(O)C(c1ccccc1)N1C(=O)/C(=C/c2cccs2)SC1=S (stereo not given)
    -8.7, 0.3, 8.2, -7.0, 0.7, -1.3, -17.2, -2.9, 3.3
> CCCCCCC/C=N/Nc1nnc(Cc2ccccc2)c(=O)[nH]1
    -15.4, 0.4, -13.9, -13.7, 0.2, -0.1, -2.6, 3.3, 8.2
> CCOC(=O)c1c(C)c(C(=O)Nc2ccc(N(C)C)cc2)c(C)n1CC
    -15.1, 1.1, -2.8, -0.9, 1.2, -6.9, -21.2, -9.9, 3.9
> NC(=O)N/N=C/C=C/c1ccccc1
    -10.0, 0.7, 8.8, -14.8, 0.1, -2.2, -5.2, 5.2, 11.4
> CCOC(=O)c1cnc2c(ccc3ccccc32)c1N
    -8.3, 0.1, -5.0, -24.9, 0.8, 0.5, -7.9, 1.4, 24.9
> CCOc1ccc(Oc2nc(NCC(C)C)nc(N(C)C)n2)nn1
    -21.3, 1.2, -7.1, -11.2, 1.1, -2.4, -0.9, 8.4, 2.9
> CCC1CCCCN1C(=O)CSc1nnc(-c2ccc(Cl)s2)o1 (stereo not given)
    -21.3, 0.6, -14.7, -42.5, 0.8, -1.2, -3.8, -3.4, 5.8
> O=c1[nH]c(C2CCN(S(=O)(=O)c3ccc(S(=O)(=O)NC4CC4)cc3)CC2)nc2c1nnn2Cc1cccc(F)c1
    1.5, 0.0, -6.0, 2.0, 0.6, -11.5, -13.2, 44.9*, 0.0
> c1ccc(-n2nnnc2-c2cnc(-c3ccncc3)nc2-c2cccs2)cc1
    -10.6, 1.1, -9.2, -3.7, 0.3, -3.6, -10.5, -3.0, -0.1
